# Source: PubChem BioAssay (National Center for Advancing Translational Sciences (NCATS))
# Eya2 inh: inhibitors of human Eya2 phosphatase activity. Potency, µM (series often up to 76.9 µM), for inactives: at the top dose activity, negative = inhibition, actives largely listed as inhibitors. O00167. recombinant Eya2, OMFP fluorescence dephosphorylation (OMFP is methylfluorescein phosphate). AID 488837. 330,000 tested, 0.006% active; note: potency is the fitted concentration of half-maximal effect; % is set by controls: 0 for no effect and ±100 for the full control effect
#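 Eya2 (0.2 uM) preincubated 10 min at ambient with compound, then OMFP substrate added at 50 uM; 10 min reaction in 50 mM HEPES pH 7.5, 50 mM NaCl, 5 uM MgCl2, 0.05% BSA, 1 mM DTT. Fluorescence read at Ex 485/Em 525 nm.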
# Mito fusion act: blocks mitochondrial division or promotes mitochondrial fusion; Potency, µM (titrated, usually from 46.1 µM), for the others: at the top dose growth rescue (activation), hits mostly activators; S. cerevisiae fusion-defective mutant growth rescue, CellTiterGlo 48 h; 320,000 tested, 0.23% active;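 note: potency is the fitted concentration of half-maximal effect; % of control where 0% means no effect; nearly all actives have a fitted effect of over 45% in size; temperature-sensitive fusion mutants such as fzo1-1 at 37 °C on non-fermentable ethanol glycerol medium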
#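 Yeast fusion mutant, YPEG (non-fermentable carbon), compound, 48 h at 37C non-permissive; CellTiterGlo added, 10 min RT, luminescence read. Rescued growth = division inhibition.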
# hERG WT inh: blocks the wildtype human KCNH2 potassium channel. U2OS, BacMam KCNH2, thallium flux FluxOr; active compounds read low. activity change, % at 1.84 µM. 340,000 tested, 0.37% active. AID 720551;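 active = maximum activity change below -70%; inconclusive = maximum activity change between -70% and -50%; inactive = maximum activity change above -50%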; note: % is set by controls: 0 for no effect and ±100 for the full control effect
#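 U2OS cells were transduced with wild-type KCNH2 virus (2.03 x 10^8 / mL) for 4 h at room temperature, then cultured overnight at 37 C. Thallium flux was read with FluxOr dye. Rate constants were normalized to DMSO controls.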
# Menin-MLL TR inh: menin-MLL binding inhibition, Texas Red mutant peptide. O00255. Menin + Texas Red MLL mutant peptide, fluorescence polarization. Potency, µM (series often up to 61.6 µM), inactives show at the top dose FP activity change, negative = inhibition, actives largely listed as inhibitors. 270,000 tested, 0.23% active. AID 1768; active = well fitted inhibition curve with a large enough effect in the polarisation, with a control signal flat, not every such curve was filed as active; inconclusive = small, poorly fitted or top-dose-only effect, or effect the other way, or a change in a side signal; inactive = no such curve, though single readings can be large or run the other way; the % refers to the polarisation; note: potency is the fitted concentration of half-maximal effect; % of control where 0% means no effect; many of its hits are not listed in these tables
# PKM2 activator: activators of human pyruvate kinase M2 | P14618 | purified PKM2, Kinase-Glo ATP luminescence, activation; response scale: 0% is enzyme alone, no compound | Potency, µM (series often up to 57.5 µM), inactives show at the highest dose activation, usual class: activators | 260,000 tested, 0.34% active; note: potency is the fitted concentration of half-maximal effect; % is set by controls: 0 for no effect and ±100 for the full control effect; nearly all actives have a fitted effect of over 55% in size
#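 Purified hPK-M2 (>95%) run at intermediate activity with 0.1 mM ADP and 0.5 mM PEP in 50 mM imidazole pH 7.2, KCl, MgCl2; 1 h room temperature. ATP formed read by Kinase-Glo luminescence; normalized to uninhibited and no-enzyme controls.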
# MBNL1-CUG inh: blocks human MBNL1 binding to CUG repeat RNA; TR-FRET MBNL1-His/biotin-(CUG)12 binding, 665/545 ratio; 280,000 tested, 0.036% active; Potency, µM (top dose mostly 57.5 µM), for the others: top-dose activity change, negative = inhibition, most hits filed as inhibitors; AID 2675; active = well fitted inhibition curve with a large enough effect in the signal ratio, with a control signal flat, not every such curve was filed as active; inconclusive = small, poorly fitted or top-dose-only effect, or effect the other way, or a change in a side signal; inactive = no such curve, though single readings can be large or run the other way; the % refers to the signal ratio; note: potency is the fitted concentration of half-maximal effect; % is set by controls: 0 for no effect and ±100 for the full control effect
# Target sequence (Q9NR56 whole entry, looked up): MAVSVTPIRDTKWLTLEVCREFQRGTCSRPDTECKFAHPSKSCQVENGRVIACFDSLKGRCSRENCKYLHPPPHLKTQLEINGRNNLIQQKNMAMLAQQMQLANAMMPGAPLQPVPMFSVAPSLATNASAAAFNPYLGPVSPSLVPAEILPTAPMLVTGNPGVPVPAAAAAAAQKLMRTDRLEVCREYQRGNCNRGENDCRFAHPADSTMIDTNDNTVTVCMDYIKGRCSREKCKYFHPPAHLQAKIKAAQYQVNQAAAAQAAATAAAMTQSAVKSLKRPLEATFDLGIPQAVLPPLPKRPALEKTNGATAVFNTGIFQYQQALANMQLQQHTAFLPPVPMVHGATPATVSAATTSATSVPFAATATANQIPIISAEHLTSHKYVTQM
#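 TR-FRET readout: Ex 340 nm, 665/545 nm emission ratio, normalized to buffer-only (basal) and MBNL1-(CUG)12 controls. Complex of MBNL1-His with Biotin-(CUG)12, compounds 92 nM–58 uM, incubated 60 min at room temperature.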
# S-ASM inh: inhibitors of human secretory acid sphingomyelinase. 340,000 tested, 0.006% active. Potency, µM (top dose mostly 57.5 µM), inactives show at the top dose activity change, negative = inhibition, hits mostly inhibitors. P17405. AID 504937. placental ASM, HMU-PC fluorogenic substrate, 60 min; note: potency is the fitted concentration of half-maximal effect
# Target sequence (P17405 47-631 limits assumed): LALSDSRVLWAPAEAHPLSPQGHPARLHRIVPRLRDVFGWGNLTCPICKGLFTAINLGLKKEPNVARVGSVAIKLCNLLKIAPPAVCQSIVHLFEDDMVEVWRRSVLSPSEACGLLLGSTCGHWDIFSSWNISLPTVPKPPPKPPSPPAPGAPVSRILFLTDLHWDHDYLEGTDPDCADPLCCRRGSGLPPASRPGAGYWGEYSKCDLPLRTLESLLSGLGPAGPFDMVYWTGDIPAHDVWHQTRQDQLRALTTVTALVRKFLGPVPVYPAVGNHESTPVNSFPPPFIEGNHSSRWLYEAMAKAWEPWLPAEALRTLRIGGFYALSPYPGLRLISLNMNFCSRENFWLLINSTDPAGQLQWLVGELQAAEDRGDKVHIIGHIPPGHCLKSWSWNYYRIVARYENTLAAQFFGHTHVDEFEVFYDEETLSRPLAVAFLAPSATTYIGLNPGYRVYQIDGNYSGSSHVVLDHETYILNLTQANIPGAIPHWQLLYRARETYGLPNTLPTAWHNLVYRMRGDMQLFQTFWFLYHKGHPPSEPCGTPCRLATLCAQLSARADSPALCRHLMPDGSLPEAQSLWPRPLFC
#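 Human placenta-derived ASM enzyme was preincubated with compound for 10 minutes at room temperature, then given fluorogenic substrate HMU-PC0 (9 uM final) for 60 minutes at 37 °C; a pH 10 stop preceded fluorescence reading at Ex 386/Em 447 nm.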
# GALK inh: inhibitors of human galactokinase; P51570; 270,000 tested, 0.007% active; Purified GALK, Kinase-Glo residual ATP luminescence; Potency, µM (highest dose often 57.5 µM), inactives show at the top dose activity change, negative = inhibition, actives largely listed as inhibitors; AID 1868; note: potency is the fitted concentration of half-maximal effect; % is set by controls: 0 for no effect and ±100 for the full control effect
#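 ATP-depletion format; final 35 uM ATP, 100 uM D-galactose, 5 nM enzyme; pH 8.0 HEPES/Mg2+ buffer; 60 min RT; luminescence read 10 min after detection reagent.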
# BCR signal inh: chronic active BCR signaling inhibition. ABC-DLBCL IkBa-CBG/CBR reporter, luminescence ratio, 4 h. Potency, µM (series often up to 46.1 µM), without a hit: top-dose ratio change, negative = lower green/red ratio, hits mostly inhibitors. 340,000 tested, 0.05% active. AID 493014; active = well fitted inhibition curve with a large enough effect in the signal ratio, with a control signal flat, not every such curve was filed as active; inconclusive = small, poorly fitted or top-dose-only effect, or effect the other way, or a change in a side signal; the % refers to the signal ratio;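 note: potency is the fitted concentration of half-maximal effect; plate controls were basal doxycycline-induced cells for no effect and cells given 10 µM MG132 for full effect; MG132 reads +100%, hits lower the ratio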
#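 Compounds up to 46 uM were incubated four hours with TMD8 cells whose green CBG68 luciferase is fused to IkappaBalpha; red CBR luminescence normalised the signal, and concentration-effect curves were fitted to fusion, red and ratio data.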
# USP2a block: inhibitors of human ubiquitin-specific protease USP2a; Potency, µM (doses to about 38.3 µM), inactives show top-dose activity change, negative = inhibition, hits mostly inhibitors; AID 463254; O75604; 330,000 tested, 0.01% active; USP2 core, Ub-CHOP2 coupled fluorogenic reporter, 485/531;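 note: potency is the fitted concentration of half-maximal effect; plate controls were DMSO wells for no effect and full inhibition by NEM control for full effect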
#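 Deubiquitinase activity read as fluorescence (485/531 nm) after Ub-CHOP2 cleavage activates the enterokinase reporter on its substrate; USP2 core 10nM, Ub-CHOP2 and substrate 25nM each, 30min compound preincubation then 60min RT; data normalized to NEM, curves fitted.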
# TSHR antag: blocks TSH signaling through the human TSH receptor. P16473. TSHR-expressing cells, TSH-stimulated cAMP HTRF, 2 h; active compounds read low. activity change, negative = inhibition, % at 11.5 µM. 330,000 tested, 0.2% active. AID 504810;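 active = activity change below a set negative limit, meaning inhibition stronger than a set level, cut at about -70% in these data; inconclusive = activity change between two set negative limits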; note: % is set by controls: 0 for no effect and ±100 for the full control effect
#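 Antagonism was scored as loss of TSH-driven cAMP in TSHR cells, stimulated with 4nM TSH (EC80) for 2 hours at 37 deg C and detected by homogeneous HTRF competition immunoassay.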
# * hit, by the source's call; ? = inconclusive; nt = no result given; [ ] = dose if it differs, or a comment. Unless noted, calls come from the whole dose curve; as a rule, active = well fitted curve in the direction sought with a large enough effect; inconclusive = small, poorly fitted or top-dose-only effect, or another doubt; inactive = no such curve, though single readings can be large; an effect the other way counts as inactive or inconclusive. A portion of the library. The share of hits here may be higher or lower than overall.
# Below each SMILES – Eya2 inh	Mito fusion act	hERG WT inh	Menin-MLL TR inh	PKM2 activator	MBNL1-CUG inh	S-ASM inh	GALK inh	BCR signal inh	USP2a block	TSHR antag
(1) O=C(COc1cccc2c1CCN(Cc1ccccc1)C2=O)N1CCCCC1
→ 13%	18%	-9	?	4%	-1%	-1%	-3%	-13%	-3%	-5
(2) COc1ccccc1NC(=O)CCC(=O)OCC(=O)c1ccc(C)c([N+](=O)[O-])c1
→ 2%	3%	3	nt	-3%	?	-1%	5%	-2%	-1%	-5
(3) Cc1ccc(CNC(=O)CN(C(=O)C2(C)CC(=O)N=C3C=CC=CN32)c2cccc(C)c2C)cc1 (stereo not drawn)
→ 0%	2%	-6	-15%	3%	-2%	45%	8%	-5%	-4%	-5
(4) COc1cc(CN2CCN(c3ccccc3F)CC2)cc(OC)c1O
→ 0%	-3%	19	-13%	14%	-3%	1%	0%	-3%	1%	-8
(5) O=C(CCCCn1c(=O)c2ccccc2n(CC(=O)Nc2cccc(F)c2)c1=O)NCc1ccco1
→ -2%	6%	-8	15%	0%	-1%	-3%	6%	10%	-2%	-9
(6) Nc1ccc(C(=O)Nc2ccccc2C(=O)O)cc1
→ 7%	2%	1	18%	-45%	0%	2%	3%	?	0%	-3
(7) COc1ccc(CCNC(=O)CCNC(=O)c2ccc(Br)cc2)cc1OC
→ -3%	0%	-2	-1%	0%	7%	2%	-8%	-4%	14%	7
(8) COc1ccc(NC(=S)N/N=C/c2cccn2Cc2ccccc2F)cc1
→ 13%	1%	-7	27%	2%	-4%	-12%	3%	0%	0%	15
(9) CCn1cc(C(=O)O)c(=O)c2cc(F)c(N3CCN(C(=S)NC(=O)c4ccccc4C)CC3)cc21
→ -11%	3%	-7	nt	1%	7%	-2%	nt	0%	-1%	3
(10) CC(=O)Nc1ccccc1NC(=O)C(F)(F)F
→ 0%	-4%	-8	1%	1%	-3%	3%	5%	4%	1%	0
(11) Cc1ccc(OCc2ccc(C(=O)NCC3CCCO3)cc2)cc1C (stereo not drawn)
→ 16%	20%	-12	nt	nt	nt	4%	nt	0%	3%	-40
(12) NC12CC3CC(C1)CC(O)(C3)C2
→ -3%	-4%	3	-5%	?	-5%	5%	1%	-7%	-1%	-7
(13) CCn1cc(C(=O)NCC(OC)OC)c(=O)c2cc(S(=O)(=O)N3CCCC3)ccc21
→ 3%	1%	-2	-11%	nt	-5%	0%	0%	-9%	2%	-10
(14) COc1ccc(CNC(=O)CCn2cccc2)cc1
→ 4%	-1%	29	0%	-8%	0%	1%	1%	14%	0%	4
(15) O=S(=O)(c1ccc(Br)s1)N1CCN(c2ncccn2)CC1
→ -10%	1%	4	6%	1%	-8%	-11%	0%	7%	-4%	4
(16) CN(CC(O)CON=C1c2ccccc2-c2ccccc21)S(=O)(=O)c1ccc(Br)cc1 (stereo not drawn)
→ -20%	?	8	3%	-5%	2%	nt	-1%	-3%	-5%	13
(17) CNC(=S)Nc1cccc(C(=O)OC)c1
→ -1%	6%	9	nt	1%	2%	4%	-2%	4%	0%	-23
(18) Cc1ccc(S(=O)(=O)N(Cc2cc3cccc(C)c3[nH]c2=O)c2ccccc2)cc1
→ 4%	0%	1	10%	-1%	-1%	-5%	-1%	-3%	-1%	-5
(19) COCCNC(=O)c1ccc2c3n(nc2c1)-c1ccccc1CO3
→ 0%	-8%	-5	nt	-25%	?	36%	4%	?	4%	-48
(20) S=c1[nH]nc(-c2ccc(Br)cc2)n1Cc1ccccc1
→ -2%	18%	3	-4%	1%	42%[activator]	-17%	1%	0%	-4%	-14
(21) CN(C)/N=C/c1cn(-c2ccccc2)nc1-c1cccnc1
→ -1%	3%	1	0%	-3%	-9%	5%	6%	?	-1%	-7
(22) COc1ccc(-c2ccc(SCC(=O)c3cccs3)nn2)cc1
→ -19%	-2%	-10	2%	1%	10%	-3%	0%	?	-1%	-6
(23) COc1ccc(/C=N/N(CCC(=O)NC(C)(C)C)C2=NS(=O)(=O)c3ccccc32)cc1
→ 19%	1%	6	?	nt	5%	17%	5%	-2%	2%	-5
(24) CC(NC(=O)C1CCN(C(=O)[C@@H]2Cc3ccccc3CN2C(=O)OC(C)(C)C)CC1)c1ccccc1 (stereo partly drawn)
→ -17%	-1%	15	-2%	2%[0.46 µM]	-3%	1%	0%	-1%	-7%	-2
(25) Cc1csc(NC(=O)c2cc3c(s2)CCCC3)n1
→ -37%	3%	-11	?	1%	9%	3%	3%	?	-10%	-47
(26) CCSc1nc2c(c(=O)[nH]1)C(C(C)C)C(C#N)=C(N)O2 (stereo not drawn)
→ 29%	1%	-7	1%	12%	4%	1%	2%	?	-2%	51
(27) O=C(CSc1nnc(-c2cccnc2)n1Cc1ccco1)c1ccc(Cl)c(Cl)c1
→ -4%	-2%	1	?	8%	18%	-3%	0%	-3%	-1%	4
(28) Cc1cccc(NC(=S)N2CCN(S(=O)(=O)c3cccc(F)c3)CC2)c1
→ 7%	7%	4	14%	14%	-2%	4%	2%	-2%	-1%	4
(29) O=C(COc1coc(CN2CCc3ccccc32)cc1=O)N1CCCCC1
→ -3%	12%	-10	nt	nt	nt	-4%	nt	-5%	-2%	36
(30) CC(C(=O)O)N(c1ccccc1Cl)S(C)(=O)=O (stereo not drawn)
→ 1%	-4%	0	nt	nt	nt	-5%	nt	0%	0%	4
(31) O=C(Cc1ccc(F)cc1)N1CCC(CC2CC(c3cccc(Br)c3)=NO2)(C(=O)NCC2CCCCC2)CC1 (stereo not drawn)
→ -4%	2%	3	-13%	-1%	-5%	-2%	nt	8%	2%	-16
(32) COc1ccc(-n2c3c(cc(C(=O)NNc4ccccc4C)c2=O)C(=O)CC(C)(C)C3)cc1
→ -9%	-4%	5	-17%	4%	-9%	-2%	0%	-1%	3%	-9
(33) CC(C)(C)c1ccc(-c2noc(-c3ccc4c(c3)CCO4)n2)cc1
→ -13%	9%	-13	nt	1%	1%	9%	nt	18%	0%	-14
(34) NS(=O)(=O)c1cccc(NC(=O)CSc2nnc(C3CC3)n2C2CC2)c1
→ -4%	-2%	5	nt	nt	nt	4%	nt	-6%	0%	-15
(35) COc1ccc(C(=O)/C(C#N)=N/Nc2cccc([N+](=O)[O-])c2)cc1
→ -1%	-2%	nt	?	-32%	16%	-13%	1%	?	-1%	-29
(36) COc1ccc(-c2cc(C(F)F)n3ncc(C(=O)Nc4cccc(S(=O)(=O)N5CCOCC5)c4)c3n2)cc1
→ -7%	-4%	7	1%	3%	-5%	25%	4%	-1%	6%	-7
(37) CCC(C)n1c(SCC(=O)/C(C#N)=C(\C)N)nc2ccccc2c1=O (stereo not drawn)
→ 4%	18%	-2	22%	3%	?	0%	1%	0%	3%	-13
(38) C=CCn1c(N)cc(=O)nc1SCC(=O)Nc1ccc(C(=O)OC)cc1
→ -7%	0%	-17	nt	-8%	0%	1%	-4%	1%	4%	3
(39) CCOc1ccc(CCNC(=O)C(CC)n2nc(C)n3c(cc4sccc43)c2=O)cc1OCC (stereo not drawn)
→ 7%	-1%	10	-4%	10%	11%	0%	1%	?	5%	13
(40) COc1cc(CNC(=O)c2ccccc2NC(=O)C2=C(C)OCCS2)cc(OC)c1OC
→ -10%	1%	-4	nt	nt	-12%	4%	6%	-7%	0%	-8
(41) O=C(NNC(=O)c1cccc(Br)c1)C(=O)N1CCCCC1
→ 3%	-1%	-12	4%	-4%	?	3%	1%	?	1%	10
(42) Cc1ccc(NS(=O)(=O)c2ccc(C(=O)N3CCN(S(=O)(=O)c4ccccc4)CC3)cc2)cc1
→ 29%	-2%	-2	nt	nt	nt	0%	nt	0%	-2%	-19
(43) COc1cc(C(C)=O)ccc1OCc1nnc(-c2ccccc2Br)o1
→ -3%	6%	-1	-10%	nt	-3%	-1%	4%	-10%	4%	-3
